TIM10 inh: growth inhibitors of isogenic TIM10 control yeast, primary screen, counter-screen for tim10-1 yeast inhibitor project, luminescence, uHTS; S. cerevisiae TIM10 strain growth, BacTiter-Glo luminescence, 24 h; inhibition, % at 10 µM; 330,000 compounds, 1.4% hits; AID 463195, 2010;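 active means inhibition of 40% or more at the single tested concentration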;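 further: wild-type TIM10 isogenic control strain grown at permissive 25 °C; 0% = DMSO yeast wells and 100% = minimal medium wells without yeast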
APJ ag: agonists of human apelin receptor APJ, primary screen, CHO-K1 cells, PathHunter beta-arrestin, luminescence; P35414; 0% DMSO wells, 100% apelin; activation, % at 20 µM; 330,000 compounds, 0.11% hits; AID 2520, 2010;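 active means activation more than six SD over the plate average, tested at 20 µM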;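 further: 0% = DMSO alone and 100% = apelin-13 at 10 nM; some results filed as inactive read as strong as hits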
Target sequence (P35414 whole entry, looked up): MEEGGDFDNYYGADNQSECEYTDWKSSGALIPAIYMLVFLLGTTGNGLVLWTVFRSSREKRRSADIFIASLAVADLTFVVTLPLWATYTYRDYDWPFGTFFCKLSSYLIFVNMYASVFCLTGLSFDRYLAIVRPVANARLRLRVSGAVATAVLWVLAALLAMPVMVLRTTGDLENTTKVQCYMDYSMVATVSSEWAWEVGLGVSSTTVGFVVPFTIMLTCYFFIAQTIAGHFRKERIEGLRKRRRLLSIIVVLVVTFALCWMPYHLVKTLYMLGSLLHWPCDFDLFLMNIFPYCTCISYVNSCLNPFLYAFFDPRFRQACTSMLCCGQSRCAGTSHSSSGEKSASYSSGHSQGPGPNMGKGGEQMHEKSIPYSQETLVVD
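Test system – PathHunter CHO-K1 APJ (AGTRL-1) beta-arrestin reporter cells · Input – 1000 cells/well · Compound – single test compound dose, 20 µM final, 1% DMSO · Times – compound stimulation 90 min at 25 °C, detection 60 min · Technique – beta-gal luminescence · Read-out basis – APJ–arrestin association signal · Control set – negative DMSO alone, positive Apelin-13 at 10 nM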
beta cell repl: inducers of MIN6 beta-cell proliferation, primary screen, ATP luminescence, uHTS | MIN6 cells proliferation, ATPlite luminescence, 48 h; cells starved in 0.2% serum; 100% = growth in 10% serum | proliferation, % at 10 µM | 330,000 compounds, 0.29% hits | AID 2380, 2010;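 active means compounds whose signal lies at least 3.5 SD above the mean of all wells on their plate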;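 further: 0% = DMSO-treated cells in low-serum medium and 100% = 10% serum control; some compounds called inactive have numbers as strong as hits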
NR3A LBD binder: binders of NR3A ligand-binding domain, primary screen, biophysical, differential scanning fluorimetry, uHTS; 340,000 compounds, 2.5% hits; NR3A LBD differential scanning fluorimetry, Tm shift; 0% = protein alone, 100% = glycine-bound protein; Glutamate receptor ionotropic, NMDA 3A (GRIN3A) ligand-binding domain; Tm shift relative to glycine control, % at 25 µM;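 active means melting temperature shift of at least 10% of the positive control shift, at one fixed dose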
NALP3 yeast inh: NALP3 inflammasome inhibitors in reconstituted yeast, primary screen, luminescence, uHTS | Yeast reconstituted NLRP3/ASC/caspase-1, beta-gal luminescence, 24 h | inhibition, % at 10 µM | 330,000 compounds, 0.39% hits;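 active means inhibition of 50% or more; inactive means inhibition below 50%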;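 further: plate controls were induced DMSO wells for no effect and uninduced yeast grown without galactose for full effect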
MPTP block: mitochondrial permeability transition pore inhibitors, primary screen, biochemical, isolated mouse mitochondria, absorbance; Ca2+ swelling absorbance, 30 min; inhibition, % at 10 µM; 360,000 compounds, 1.4% hits;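 active means inhibition of 50% or more, scaled per plate between neutral and stimulator controls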;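 further: 0% = DMSO wells given calcium and 100% = 1 mM EGTA wells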
APJ antagonist: antagonists of human apelin receptor APJ, primary screen, CHO-K1 cells, beta-arrestin complementation, luminescence; inhibition, % at 20 µM; 330,000 compounds, 0.32% hits; AID 2521, 2010;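 active means inhibition above about 40% at 20 µM, limit read from the data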;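 further: cells challenged with 10 nM apelin-13 agonist together with compound; plate controls were apelin-13 plus DMSO wells for no effect and DMSO wells lacking apelin-13 for full effect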
tim10-1 inh: growth inhibitors of tim10-1 mutant yeast, primary screen, luminescence, uHTS | inhibition, % at 20 µM | S. cerevisiae tim10-1 ts strain growth, BacTiter-Glo, 24 h | 330,000 compounds, 2.2% hits | AID 463190, 2010;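 active means inhibition of at least 40%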;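 further: mutant grown at 25 °C; 0% = DMSO wells with yeast and 100% = wells holding no yeast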
tim23-1 inh: growth inhibitors of tim23-1 mutant yeast, primary screen, luminescence, uHTS. S. cerevisiae tim23-1 growth, BacTiter-Glo luminescence, 24 h. inhibition, % at 20 µM. 330,000 compounds, 1.3% hits. AID 463212, 2010;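 active means growth inhibition of the mutant yeast at or above 50%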;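 further: temperature-sensitive mutant grown at 25 °C; plate controls were DMSO-treated mutant yeast for no effect and medium wells lacking yeast for full effect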
An asterisk follows results filed as active; . = not tested or not shown; & = joins results of further samples.

item	SMILES	TIM10 inh	APJ ag	beta cell repl	NR3A LBD binder	NALP3 yeast inh	MPTP block	APJ antagonist	tim10-1 inh	tim23-1 inh
1	O=C(O)C(Cc1c[nH]c2ccccc12)NS(=O)(=O)c1ccc(Cl)c(C(F)(F)F)c1 (stereo unspecified)	11	-4	-1	-1	1	0.4	7	-11	6
2	Clc1ccc(NCn2cncn2)nc1	-2	3	-2	0	8	0.6	6	0	-2
3	CCCC(=O)Nc1ccc(C(=O)NNC(=O)c2ccco2)cc1	-4	-3	-1	0	10	-2.1	8	14	-1
4	CC1CCCC(NC(=O)C2CCC(CNc3c(N4CCCC4)c(=O)c3=O)CC2)C1C (stereo unspecified)	15	-2	-3	0	18	1.5	5	-9	0
5	O=C(c1cnn2c(C(F)F)cc(-c3ccccc3)nc12)N1CCCc2ccccc21	22	-7	-3	-3	5	-0.5	1	29	34
6	COCc1ccc(CN2CCCC(CO)(Cc3cccc(OC)c3)C2)o1 (stereo unspecified)	-14	-5	-2	-1	6	2.2	-17	8	-1
7	Cc1cccc(C(=O)NNC(=O)CCC(=O)Nc2cccc(Cl)c2C)c1	5	-3	3	-1	3	-0.5	13	7	14
8	CCOC(=O)C1(Cc2cccc(Cl)c2)CCCN(C(=O)c2ccc(C)nc2)C1 (stereo unspecified)	-11	-3	-1	-1	3	-0.8	-15	12	9
9	COC(=O)C1=C(NC(=O)c2ccccc2C)CCS1	5	-4	1	0	15	-1.6	5	8	1
10	O=C(Nc1ccc2c(c1)OCCO2)N1CCN(c2ccccc2)CC1	-7	0	0	0	24	-1.0	-1	5	3
11	Cc1cc(OCC(O)CN2CCc3ccccc3C2)cc(C(C)C)c1 (stereo unspecified)	-20	0	-5	2	33	0.7	-3	-40	1
12	Cn1c(=N)n(CC(=O)C(C)(C)C)c2ccccc21	4	-4	1	0	21	1.9	14	12	10
13	COC(=O)c1cnn(-c2ccc(Cl)cc2)c1/C=N/NC(N)=S	16	-1	0	0	7	2.9	13	10	5
14	C#CCOCCOCCOCCNc1nc(N2CCN(C(=O)CCCCCCCCCCNC(=O)Cn3cc(C[C@@H](C)O)nn3)CC2)nc(N2CCN(C(=O)CCCCCCCCCCNC(=O)[C@H](CCCN=C(N)N)n3cc(C[C@@H](C)CC)nn3)CC2)n1	16	-2	-7	10	20	-13	-8	27	48
15	CCOc1ccccc1-n1c(=S)sc2c(=O)n(-c3ccc(F)cc3)c(SCC(=O)O)nc21	-21	-1	-1	4	28	0.5	16	21	11
16	Cc1cc(C)c(C)c(S(=O)(=O)NCc2ccc(C(=O)N3CCCCC3)cc2)c1C	31	-5	-3	1	-2	-1.8	-30	21	-1
17	Cc1cc(C(=O)CSc2nnnn2-c2ccccc2)c(C)n1CC1CCCO1 (stereo unspecified)	5	-1	0	2	24	3.6	-8	23	-26
18	Cc1cnc(C(=O)NC(C)CCc2ccccc2)cn1 (stereo unspecified)	5	-3	1	-1	13	-0.2	4	-1	24
19	COCCn1c(SCC(=O)N(C)c2ccccc2)nc2c([nH]c3ccccc32)c1=O	2	2	-1	-2	11	-0.5	1	7	1
20	O=C(Nc1ccc2c(c1)OCCO2)c1oc2ccccc2c1NC(=O)C1CC1	15	-1	3	-4	2	0.4	0	14	0
21	CCOC(=O)N1CCC(Nc2c(NCCCN(CC)Cc3ccccc3)c(=O)c2=O)CC1	-7	-3	0	-1&1	9	-0.7&-0.1	-35	-24	-10
22	CCC(=O)N(C)CCc1cc2c(c(OC)c1/C=N/NC(=O)c1ccncc1)OCO2	-7	4	2	0	11	1.2	0	11	-1
23	Cc1ccc(NS(=O)(=O)c2c(C(=O)N3CCOCC3)c(C)n(C)c2C)cc1	8	-1	3	-3	8	-1.1	16	23	7
24	Cc1ccc(-n2nc3c(=O)n(C(C)C(=O)NC4CC4)nc(C)c3c2C)cc1 (stereo unspecified)	6	0	-2	-2	-9	1.3	7	-6	-11
25	COc1ccc(NS(=O)(=O)c2ccc(N)cc2)nn1	6	-1	7	.	20	.	6	-9	2
26	Cc1ccc(NC(=O)C2CCN(S(=O)(=O)c3ccc4c(c3)C(C)(C)C(=O)N4C)CC2)c(C)c1	-1	-5	2	0	3	0.1	-41	-16	-5
27	CCC(OC(=O)C(NC(=O)c1ccccc1)c1ccccc1)C(=O)Nc1cc(C)on1 (stereo unspecified)	12	-4	4	-1	2	0.9	13	11	13
28	ON1C(c2ccccc2C(F)(F)F)N(O)[C@H]2CCCC[C@H]21 (stereo partly specified)	5	-8	-4	3	0	1.2	40*	12	0
29	O=C(Nc1ccc(F)cc1)C1CCN(C(=O)c2ccc(F)cc2)CC1	-1	-5	2	0	6	0.0	3	10	14
30	COc1cc(F)c(C2=CC(=O)C[C@H](c3ccc(Cl)cc3)C2)cc1F	-13	-3	-5	-1	9	-1.5	4	6	24

Next section, starting with the last 2 of the part before.
item	SMILES	TIM10 inh	APJ ag	beta cell repl	NR3A LBD binder	NALP3 yeast inh	MPTP block	APJ antagonist	tim10-1 inh	tim23-1 inh
29	O=C(Nc1ccc(F)cc1)C1CCN(C(=O)c2ccc(F)cc2)CC1	-1	-5	2	0	6	0.0	3	10	14
30	COc1cc(F)c(C2=CC(=O)C[C@H](c3ccc(Cl)cc3)C2)cc1F	-13	-3	-5	-1	9	-1.5	4	6	24
31	CCOc1cc(C(=O)Nc2ccon2)cc(OCC)c1OCC	5	2	-2	-3	-15	-1.7	-34	23	35
32	CCn1c(SCC(=O)N2CCN(C(=O)c3ccco3)CC2)nnc1C(C)C	-5	-1	-2	0	5	0.5	-12	1	4
33	COC(=O)c1ccc(NC(=S)Nc2ccccc2)cc1	-1	-5	2	-8	16	37	1	4	-4
34	CCOC(=O)c1cc(-c2csc(COc3ccccc3)n2)on1	18	0	-3	1	1	1.1	24	10	20
35	Cc1cc(C)cc(NC(=O)COC(=O)Cn2cnc3c2c(=O)n(C)c(=O)n3C)c1	2	0	-3	-2	4	-2.3	2	2	-5
36	COCC(C)n1c(SCC(=O)NCCC2=CCCCC2)nc2ccccc2c1=O (stereo unspecified)	23	-5	-4	-1	15	1.5	-12	25	21
37	COc1cc(/C=C2\SC(=O)N(c3cccc(Cl)c3)C2=O)cc([N+](=O)[O-])c1O	19	-9	-2	1	24	0.2	48*	27	36
38	NS(=O)(=O)c1ccc2nc(NC(=O)CS(=O)(=O)c3ccccc3)sc2c1	-4	-5	0	1	8	-0.1	-9	-16	0
39	CCc1nc(N2CCN(S(C)(=O)=O)CC2)c2c3c(sc2n1)CCCC3	-12	-2	-2	-1	11	-0.4	-27	24	13
40	CCN(CC(=O)NCc1cccs1)CC(=O)Nc1ccc(C(N)=O)cc1	-3	-4	3	-2	19	1.1	1	-6	-5
41	CCC(=O)Nc1ccc(C(=O)NNC(=O)c2cccs2)cc1	0	-2	3	1	12	-2.0	10	-6	10
42	CCCCCC(=O)N1CC2(CC)CN(C(=O)CCCCC)CC(CC)(C1)C2=O	11	-3	-1	0	11	0.1	-19	17	28
43	O=C(CSc1nnc(-c2cccs2)n1C1CC1)NC1CCS(=O)(=O)C1 (stereo unspecified)	1	-1	-2	1	14	-0.6	0	-1	3
44	Cc1ccc(OCC(=O)Nc2cccnc2Cl)cc1C	6	0	0	0	23	0.0	14	-13	-1
45	O=c1c2ccccc2nc(-c2ccco2)n1Cc1ccccc1	7	-5	3	-2	-7	-1.5	-16	32	28
46	CC(=O)NCC(=O)NC(C(=O)Nc1ccc2c(c1)OCCO2)c1ccccc1 (stereo unspecified)	4	-2	0	-2	-1	3.7	-7	15	12
47	Cc1c(C(=O)OC(C)C)sc(NC(=O)C2CCCO2)c1C(=O)OC(C)C (stereo unspecified)	-27	0	-2	0	3	0.4	3	-7	7
48	O=C(OCc1nc2ccsc2c(=O)[nH]1)c1cccc(S(=O)(=O)N2CCOCC2)c1	-5	-2	0	0	6	-2.3	9	-6	-11
49	COc1cccc(CNc2ccccn2)c1O	7	-2	1	2	13	1.3	12	-3	-11
50	COc1ccc(NC(=O)C2=NNC(=O)CC2)cc1S(=O)(=O)N1CCCCC1	-5	-3	0	-1	3	0.7	0	-1	13
51	Cc1c(NC(=O)NC2CCCCC2)cccc1[N+](=O)[O-]	-2	-1	-1	1	10	-0.5	-5	2	21
52	N#Cc1c(-c2ccccc2)nc(N2CCN(Cc3ccccc3)CC2)[nH]c1=O	-8	-2	-2	-6	11	1.0	5	4	1
53	COc1ccc(-n2nnc3c(=O)n(CC(=O)N4CCC(Cc5ccccc5)CC4)cnc32)cc1	2	-2	-1	2	4	0.9	8	-21	4
54	Cc1cc(S(=O)(=O)Nc2ccc(C(=O)NCC(c3ccco3)N3CCCC3)cc2)ccc1F (stereo unspecified)	-7	-5	-4	-1	8	-1.3	9	-9	-13
55	Cc1ccc2nc(-c3ccc(NC(=O)CN4C(=O)NC(C)(c5ccc(OC(F)F)cc5)C4=O)cc3)sc2c1 (stereo unspecified)	9	0	-5	35*	-1	-1.3	-22	3	-8
56	COc1ccc(/C=C2\Sc3ccc(C(=O)N4CCc5ccccc5C4)cc3N(C)C2=O)cc1	-7	-1	0	.	14	.	3	-1	2
57	COc1cc(OC)c(C(=O)Nc2ccc(S(=O)(=O)N3CCCCC3)cc2)cc1OC	27	12	-2	-2	12	-2.1	-57	25	31
58	O=C(O)CCCN=Cc1c(O)c2ccccc2oc1=O	5	-1	-1	-1	8	-2.1	0	-2	7
59	Cc1cccc(Nc2cnn(C34CC5CC(CC(CC(=O)O)(C5)C3)C4)c(=O)c2Cl)c1	-1	4	-2	-1	1	0.0	5	-7	-10
60	COc1ccc(/C=N/NC(=O)c2cccnc2)cc1CN1CCN(c2ccc(F)cc2)CC1	15	1	2	0	1	-0.4	1	14	6
61	COc1cccc(NC(=O)COc2cccnc2[N+](=O)[O-])c1	-5	1	-4	-1	21	-0.1	1	4	16
62	Cc1nnc(N/N=C/c2cc(C)n(-c3ccc(F)cc3)c2C)n1N	13	1	-4	12*	3	0.7	-39	0	1
63	CCN1CCN(C(CNS(=O)(=O)c2cccs2)c2cccnc2)CC1 (stereo unspecified)	-2	-2	1	0	-2	-0.5	-4	8	-2
64	COc1ccc(N=C/C=C2/C=C(c3ccccc3)OC(C)(C)O2)cc1	-11	0	-3	2	35	2.3	7	24	16
65	Cc1ccc(OCc2cc(C(=O)N3CCc4[nH]cnc4C3c3ccccn3)no2)cc1C (stereo unspecified)	-7	-2	-2	-6	-4	-2.6	-26	12	0
66	CCOc1ccccc1-c1nc(-c2ccc(C)nc2OC)no1	19	1	2	1	13	1.8	11	20	23
67	Cc1ccccc1OCc1nc(-c2ccc(NC(=O)c3ccc4c(c3)OCO4)cc2)no1	2	14	-4	0	9	0.2	5	5	17
68	CCOC(=O)c1[nH]ncc1CN1CCCC(C(=O)c2ccc(OC)c(OC)c2)C1 (stereo unspecified)	-1	0	-1	0	-4	-1.5	-13	9	14
